Screening data from PubChem.
PDI inh = inhibitors of human PDI, primary screen, biochemical, turbidity, single point, plate reader; PDI insulin aggregation turbidity, A650, 90 min; inhibition, % at 10 µM; actives 0.052% (n = 350,000);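 active = mean inhibition across replicates of 30% or more, whatever share of single replicates reach that level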;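 note: absorbance from insulin aggregation driven by PDI reduction with DTT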
Target sequence (P07237 whole entry, looked up): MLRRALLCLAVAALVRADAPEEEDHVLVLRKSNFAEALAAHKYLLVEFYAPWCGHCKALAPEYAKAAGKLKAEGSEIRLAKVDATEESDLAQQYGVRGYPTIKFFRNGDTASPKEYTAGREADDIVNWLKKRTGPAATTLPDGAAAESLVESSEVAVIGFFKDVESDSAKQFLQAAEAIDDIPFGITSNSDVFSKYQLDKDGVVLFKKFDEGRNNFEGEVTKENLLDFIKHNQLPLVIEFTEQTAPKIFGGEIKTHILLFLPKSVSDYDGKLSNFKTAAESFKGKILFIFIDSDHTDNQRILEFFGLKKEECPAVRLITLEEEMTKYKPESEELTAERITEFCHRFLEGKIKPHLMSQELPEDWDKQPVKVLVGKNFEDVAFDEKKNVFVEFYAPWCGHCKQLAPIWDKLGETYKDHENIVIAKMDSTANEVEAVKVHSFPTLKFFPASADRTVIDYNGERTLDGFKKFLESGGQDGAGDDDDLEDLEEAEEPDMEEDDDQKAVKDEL
MC4R barr agon = MC4R agonists recruiting beta-arrestin, primary screen, cell-based, luminescence, agonist arm of biased-ligand search; AID 540308, 2011; activation, % at 8.9 µM; actives 0.98% (n = 360,000); U2OS MC4R beta-arrestin complementation; percent of melanotan II response, DMSO zero;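 active = activation above a per-plate cutoff, the mean activation of sample wells on that plate plus 3 SD, cut at about 8% in these data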
Target sequence (P32245 whole entry, looked up): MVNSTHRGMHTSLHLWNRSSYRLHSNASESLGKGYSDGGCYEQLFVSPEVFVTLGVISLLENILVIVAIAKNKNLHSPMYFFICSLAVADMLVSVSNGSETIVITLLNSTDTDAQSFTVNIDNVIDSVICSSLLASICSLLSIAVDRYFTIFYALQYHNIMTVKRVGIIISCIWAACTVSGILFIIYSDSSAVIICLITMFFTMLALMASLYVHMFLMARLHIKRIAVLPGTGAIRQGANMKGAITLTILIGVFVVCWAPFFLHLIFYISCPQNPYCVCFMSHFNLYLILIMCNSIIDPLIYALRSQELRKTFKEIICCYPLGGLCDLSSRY
Glyco luc inh = increase of ERlucT glycosylation luciferase signal, primary screen, N-linked glycosylation inhibitor project, D54 ERlucT cells, luminescence, set 2 | reporter increase, % at 12.5 µM | actives 0.23% (n = 360,000) | D54 ERlucT glycosylation luciferase reporter, 24 h; percent of 100 nM tunicamycin response | AID 588692, 2011;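 active = mean luciferase reporter signal, scaled so untreated is 0 and the glycosylation-blocking control 100, at or above a set limit in every replicate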;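 note: luciferase carries N-glycosylation sites so blocking glycosylation raises the light; 0% = median of neutral control wells and 100% = median of 100 nM tunicamycin wells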
Cardio protect = cardioprotection against H2O2-induced cell death, primary screen, uHTS, H9c2 cells, ATPLite luminescence. H9c2 cardiomyocytes, H2O2 injury protection, 2 h. protection from H2O2 cell death, % at 20 µM. actives 0.63% (n = 360,000). AID 588492, 2011;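 active = compounds giving at least 50% protection of heart cells from peroxide-induced death in the single-dose screen, raw or plate-pattern-corrected value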;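 note: 0% = DMSO wells with peroxide and 100% = DMSO wells without peroxide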
ABCB6 inh 2 = ABCB6 transporter inhibitors, primary screen, K562-ABCB6 cells, flow cytometry, MLPCN library | AID 602162, 2011 | fluorescence ratio to DMSO, % at 10 µM | K562-ABCB6 porphyrin accumulation, 1 h; hits give low values | actives 0.19% (n = 360,000) | ATP-binding cassette sub-family B member 6 (Homo sapiens), Q9NP58;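 active = fluorescence ratio to DMSO below 75%, the collection mean minus 3 SD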;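 note: signal is porphyrin accumulated inside mitochondria; 100% equals median channel fluorescence of DMSO control wells; lower ratio means ABCB6 inhibition with less porphyrin fluorescence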
aDG glyco up = activators of alpha-DG glycosylation, primary screen, uHTS, Pro5-aDG cells, AlphaScreen; alpha-DG glycosylation AlphaScreen (IIH6); 0% Pro5, 100% B10-LARGE cell signal; activation, % at 10 µM; actives 0.22% (n = 360,000); AID 624168, 2012;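 active = activation of at least 8% versus controls, or a plate z-score of at least 8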;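 note: Pro5 are CHO cells carrying HIG-tagged alpha-DG that lacks glycosylation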
Vif inh = HIV Vif self-association inhibitors, primary screen, imaging, HEK293T, single point | actives 0.35% (n = 340,000) | HEK293T cells, Vif self-association by quenched fluorescence, 24 h | inhibition, % at 7.49 µM; in the data active = inhibition above about 50%, passing the limit was not always enough; note: some results filed as inactive read as strong as hits
MC4R antagonist = MC4R antagonists of cAMP signaling, primary screen, cell-based, TR-FRET, antagonist arm of biased-ligand search | MC4R-expressing cells, MTII-stimulated cAMP, LANCE TR-FRET | inhibition, % at 6.5 µM | actives 0.48% (n = 360,000) | AID 540295, 2011;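 active = inhibition above its plate's cutoff, the mean of tested wells on that plate plus 3 SD, cut at about 29% in these data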;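 note: 0% = Melanotan II alone and 100% = Melanotan II plus saturating MCL0020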
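material = U2OS cells stably expressing human melanocortin 4 receptor (MC4R) | also added = Melanotan II challenge | dosing = single nominal compound dose of 6.5 µM | detection = TR-FRET with Eu-cAMP and labeled anti-cAMP, 671 nm | replication = singlicate | timing = compound 30 min, challenge 1 h, detection 1 h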
CaV13 FRET inh = Disruptors of the CACNA1D IQ motif to Ca2+-dependent inactivation inhibitor domain association, primary screening, Förster resonance energy transfer in intact living …; actives 0.098% (n = 340,000); inhibition, % at 12.3 µM; HEK cells, CFP/YFP FRET ICDI-IQ, plate reader, 10 min; percent FRET-ratio fall versus neutral wells; AID 743397;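 active = mean replicate inhibition of at least 30% and at least 1% of replicates passing that level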;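 note: 0% = median of the neutral control wells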
m5-HT2A agonist = mouse Htr2a agonists via beta-arrestin recruitment, primary screen, cell-based, luminescence; AID 624169, 2012; actives 0.66% (n = 360,000); activation, % at 7.6 µM; CHO-K1 mHTR2A beta-arrestin complementation; percent of 30 µM serotonin response;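 active = activation above a run cutoff, the mean activation of all tested compounds plus 3 SD, cut at about 14% in these data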;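 note: 0% = plate median of compound wells and 100% = 30 µM serotonin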
* hit, by the source's call; / = not tested or not shown.

SMILES	PDI inh	MC4R barr agon	Glyco luc inh	Cardio protect	ABCB6 inh 2	aDG glyco up	Vif inh	MC4R antagonist	CaV13 FRET inh	m5-HT2A agonist
NC(=O)c1ccc(CN2CCC(Cc3ccccc3)CC2)cc1	-1.4	0.6	-0.9	5.4	101.0	0.5	-1.3	5.7	5.6	-5.5
CC(C(=O)NC(C)(C)C)N(C(=O)CS(=O)CC(=O)Nc1ccc(F)cc1)c1ccccc1F (centres undefined)	17.5	0.4	-0.4	12.5	98.0	-0.1	/	19.6	-5.8	0.9
FC(F)(F)COc1nc(OCC(F)(F)F)nc(N2CCN(c3ccccc3)CC2)n1	-5.6	-1.9	-4.9	-9.9	96.0	0.5	11.9	11.5	-5.7	-0.2
O=C(CSc1nnc(CN2CCOCC2)n1-c1ccccc1)N1CCc2ccccc21	0.2	-1.0	0.4	4.2	101.0	0.1	-3.6	2.9	-5.2	2.3
CC(NS(=O)(=O)c1ccc(Cl)c(Cl)c1)C(=O)OCC(=O)N1CCCCCC1 (centres undefined)	-0.2	-2.0	0.1	-2.9	97.0	-0.2	-2.6	11.0	-2.2	5.3
C[C@H]1CN([C@@H](C)CO)C(=O)c2cc(Br)cnc2O[C@@H]1CN(C)C(=O)Nc1ccc(C(F)(F)F)cc1	5.3	1.1	1.5	9.5	96.0	0.3	-2.2	1.9	-6.4	4.7
O=C(NCC1CCCCC1)c1ccc(F)c(S(=O)(=O)N2CCOCC2)c1	-6.7	-1.2	0.4	-0.5	85.0	0.3	18.7	0.3	-5.0	3.1
Cc1cc2oc(C(=O)NC3CCS(=O)(=O)C3)cc(=O)c2cc1C (centres undefined)	10.0	-1.4	-0.7	-6.8	98.0	0.0	0.8	5.5	-2.2	-6.3
Cc1cc(C)c2oc(=O)cc(CN3CCCCC3)c2c1	4.1	1.6	-1.8	-5.2	95.0	-0.1	-2.2	-1.9	-3.8	-3.6
Cc1cc(CSc2ccc(Cl)cc2)ccc1N	-10.1	-1.1	1.5	-4.5	98.0	-0.3	-10.6	-0.8	-6.0	-0.8
O=C(NCCCCNC(=O)c1ccccc1F)c1ccccc1F	-4.4	-1.0	2.5	2.9	97.0	0.1	-4.0	-1.6	-20.5	-2.7
COCCCn1cc(C(=O)c2ccccc2OCC(=O)Nc2cccc(F)c2)cc(C#N)c1=O	7.0	-2.2	1.0	11.0	96.0	-0.1	-22.1	2.1	-3.1	-2.2
COc1ccc(/C=N/NC(=O)c2ccc[nH]2)cc1	22.4	-0.3	-6.6	-13.8	97.0	0.1	17.7	-2.9	-17.4	-5.0
CCOC(=O)C1=C(N)OC2=C(C(=O)CC(C)(C)C2)C1c1ccc(CC)s1 (centres undefined)	-1.4	-3.9	-0.4	-0.6	96.0	0.0	-1.6	8.7	-5.4	-3.8
CCc1c(C)sc(NC(=O)c2cc(CC(C)C)on2)c1C#N	/	0.9	0.9	-14.2	97.0	-0.2	1.7	13.5	-9.7	-10.6
O=[N+]([O-])c1ccc(N2CCCC2)nc1N1CCCC1	-6.4	-0.3	-1.6	2.9	100.0	-0.1	3.8	3.0	-4.7	-2.6
Cc1ccc(C(=O)NC(=S)Nc2cc(-c3nc4ccccc4s3)ccc2C)cc1	-8.4	-1.0	-5.8	-5.7	101.0	0.0	13.9	14.2	/	6.8
O=C(O)CSCc1ccc(Cl)cc1	-8.1	0.9	0.1	0.9	98.0	-0.2	1.0	2.1	0.0	6.8
Cc1ccc(C(=O)OCC(=O)Nc2ccc(N(C)C)cc2)cc1NC(=O)c1ccco1	1.2	0.7	0.8	8.3	93.0	-0.3	10.0	1.3	-4.6	4.8
CSC1=N/C(=C\c2ccc(Cl)cc2)C(=O)N1N(C)C	4.0	-0.2	-2.7	-11.6	99.0	0.3	5.1	3.3	-5.0	7.6
O=C1CCC([N+](=O)[O-])C(c2cccc(Cl)c2Cl)N1 (centres undefined)	10.9	0.1	-0.1	11.3	101.0	0.0	0.5	1.9	-2.3	0.8
COC(=O)c1c(-c2ccccc2OC)sc2ccc(OC)cc12	-5.0	2.8	-2.4	1.9	94.0	-0.2	-5.2	11.3	-3.8	-3.4
O=c1cc(-c2ccccc2)nc2cc(-c3ccc(F)cc3)[nH]n12	-1.0	-0.8	17.2	1.0	95.0	0.0	2.1	-8.2	-5.4	-6.9
COc1cccc(-c2cc3nc(NCCN4CCCC4)n(C)c(=O)c3s2)c1	-18.6	-0.5	9.6	22.2	97.0	-0.2	-0.7	0.3	-8.6	-5.4
CCCCC(=O)Nc1ccc2c(c1)nc1n2CCN(CCOC)C1	-2.7	-1.1	2.9	2.0	96.0	0.1	2.8	1.3	-20.0	-2.9

Ordered by heavy-atom count (high to low): some entries from above.
SMILES	PDI inh	MC4R barr agon	Glyco luc inh	Cardio protect	ABCB6 inh 2	aDG glyco up	Vif inh	MC4R antagonist	CaV13 FRET inh	m5-HT2A agonist
O=C(CSc1nnc(CN2CCOCC2)n1-c1ccccc1)N1CCc2ccccc21	0.2	-1.0	0.4	4.2	101.0	0.1	-3.6	2.9	-5.2	2.3
O=C(NCC1CCCCC1)c1ccc(F)c(S(=O)(=O)N2CCOCC2)c1	-6.7	-1.2	0.4	-0.5	85.0	0.3	18.7	0.3	-5.0	3.1
COC(=O)c1c(-c2ccccc2OC)sc2ccc(OC)cc12	-5.0	2.8	-2.4	1.9	94.0	-0.2	-5.2	11.3	-3.8	-3.4

The listing picks up with the 3 entries that preceded the break.
SMILES	PDI inh	MC4R barr agon	Glyco luc inh	Cardio protect	ABCB6 inh 2	aDG glyco up	Vif inh	MC4R antagonist	CaV13 FRET inh	m5-HT2A agonist
O=c1cc(-c2ccccc2)nc2cc(-c3ccc(F)cc3)[nH]n12	-1.0	-0.8	17.2	1.0	95.0	0.0	2.1	-8.2	-5.4	-6.9
COc1cccc(-c2cc3nc(NCCN4CCCC4)n(C)c(=O)c3s2)c1	-18.6	-0.5	9.6	22.2	97.0	-0.2	-0.7	0.3	-8.6	-5.4
CCCCC(=O)Nc1ccc2c(c1)nc1n2CCN(CCOC)C1	-2.7	-1.1	2.9	2.0	96.0	0.1	2.8	1.3	-20.0	-2.9
O=C(C1CCN(S(=O)(=O)c2cccnc2)CC1)N1CCN(c2ccccc2Cl)CC1	4.9	-1.3	-2.0	-7.5	88.0	0.5	-1.0	3.2	/	-1.2
COc1ccc(N(C(=O)c2ccc(S(=O)(=O)N3CCCC3)cc2)C2C=CS(=O)(=O)C2)cc1 (centres undefined)	2.2	-3.4	-1.2	3.3	92.0	-0.1	0.3	4.2	/	-4.8
COc1ccc(OCC(=O)O/N=C(\N)Cc2ccc(Cl)cc2)cc1	-1.1	3.2	3.0	-5.1	93.0	0.0	24.5	-1.8	-1.9	-1.4
CCN(CC)S(=O)(=O)c1cc(C(=O)OCC(=O)Nc2ccc(-c3nc4ccc(C)cc4s3)cc2)ccc1F	-1.5	-1.2	-18.0	-12.3	98.0	0.5	-3.4	0.2	-6.2	4.8
CCc1c(-c2n[nH]c(=S)n2Cc2ccccc2)csc1C	-2.4	0.2	0.9	-2.3	99.0	0.0	6.4	14.8	-3.8	-3.4
CCN(C(=O)c1cn(C)c(=O)c2cc(OC)c(OC)cc12)c1cc(C)ccc1C	6.6	-1.8	-2.0	23.4	100.0	0.0	10.5	4.8	-5.8	-0.6
CC(C)(C)C(=O)N1CCN(S(=O)(=O)c2ccc3c(c2)OCCCO3)CC1	15.5	-3.1	-0.7	-14.0	91.0	1.3	-2.6	4.2	-5.3	9.8
O=C(NCc1ccccc1Cl)C1CCCN1C(=O)Nc1ccccc1 (centres undefined)	7.3	3.5	-2.0	-2.3	94.0	0.0	-3.7	17.0	-20.3	6.1
CC(C)(C)NC(=O)C(c1ccccn1)N(C(=O)C1CSC(=O)C1)c1ccc(F)cc1 (centres undefined)	0.7	-2.1	-1.0	2.5	88.0	0.4	1.4	13.4	-4.4	2.4
O=C(/C=C/c1ccc2c(c1)OCO2)N1CCN(c2n[nH]c(=O)[nH]c2=O)CC1	0.1	0.6	-0.7	-1.5	98.0	-0.2	2.6	6.2	-12.4	-1.7
CCOc1ccc(NC(=O)C[n+]2ccc(N(C)C)cc2)cc1	18.7	-1.4	0.7	5.4	102.0	-0.1	0.3	-2.6	-5.3	-1.9
Cc1ccc(-c2nnc(SCCC(=O)N3CCOCC3)o2)cc1	7.6	1.9	0.7	-9.0	94.0	0.0	14.2	-3.9	-7.5	5.5
COc1ccc(N=Cc2ccc(CNS(=O)(=O)c3ccc(Cl)cc3)o2)cc1	12.2	-0.4	1.6	-0.1	97.0	-0.1	/	7.8	-5.4	-1.0
COc1ccc(S(=O)(=O)NC(C)C(=O)Nc2ccccc2)cc1Cl (centres undefined)	5.0	-1.9	/	-0.5	94.0	0.2	/	-3.6	-3.0	7.2
CC(C)OCCCNC(=O)C1CCC(CNS(=O)(=O)c2ccc(Cl)cc2)CC1 (centres undefined)	4.6	0.4	-0.5	4.9	92.0	0.0	-20.4	-3.4	-3.4	0.1
O=C(CSc1ncn(-c2ccccc2)n1)N1CCc2ccccc21	9.7	-0.8	1.3	4.6	99.0	0.0	/	-3.9	-4.6	0.9
O=C(/C=C/Nc1ccc(F)c(F)c1)c1ccc(Br)cc1	-8.5	-1.6	-3.3	-5.4	100.0	-0.2	3.4	-4.7	-28.1	-0.6
CCNC(=S)N1CCC(c2nc3ccccc3s2)CC1	11.6	-2.0	-0.5	-1.3	89.0	0.3	-1.1	2.4	/	-6.3
COc1cccc(C(NC(C)=O)c2nc(-c3ccc(N(C)C)cc3)cs2)c1 (centres undefined)	-3.2	0.9	0.2	-5.3	103.0	0.0	-11.9	10.3	-4.6	-5.5
Cc1ccc(S(=O)(=O)N2Cc3ccccc3CC2C(=O)N(C)C)cc1 (centres undefined)	0.9	-0.1	2.0	0.4	91.0	-0.1	0.6	11.7	-4.8	-2.3
COc1ccccc1C(=O)C1CCCN(C(=O)CCC(=O)c2ccccc2)C1 (centres undefined)	-2.9	3.6	0.3	6.6	98.0	0.0	5.2	-2.5	-6.8	-5.0
CCN1C(=O)CC(NNC(=O)c2ccc(Cl)cc2)C1=O (centres undefined)	2.4	-2.5	1.2	2.6	93.0	-0.1	-4.5	6.1	-5.8	0.9
COc1cccc(/C=N/NC(N)=S)c1OCc1ccccc1Cl	-12.3	3.0	-3.1	-1.1	107.0	0.7	2.8	-7.0	-6.2	1.5
CC(C)(C)C(=O)CSc1ncnc2sc3c(c12)CCC3	4.5	2.0	-1.6	-16.7	98.0	-0.2	-6.6	8.9	-4.3	8.1
CCOC(=O)c1c(C)[nH]c(C(=O)N2CCN(C(=O)OCC)CC2)c1C	-2.0	0.6	0.4	-1.4	100.0	0.1	-10.7	4.2	-2.3	6.6
